HIV peptide binding: inhibitors of HIV fusion peptide binding, primary screen, biochemical, uHTS, fluorescence dequenching (AID 1986). inhibition, % at 20 µM; hits with a dose series show IC50 in µM. cell-free peptide binding, fluorescence dequenching, 30 min; higher % means a stronger effect. hit rate 0.3% among 290,000; in the data active = inhibition mostly above about 52%, no sharp cut-off; inactive = mostly below about 76%; note: some results filed as inactive read as strong as hits
Large T inhibition: TAg ATPase/helicase activity blockers – biochemical (AID 1903); SV40 large T antigen ATPase/helicase inhibition assay; higher % means a stronger effect; inhibition, % at 20 µM, or IC50 in µM where a hit was titrated; hit rate 0.39% among 310,000; in the data active = a potency from the dose series; inconclusive = inhibition mostly from about 32% at the one dose, without a potency; inactive = the rest, 99 in 100 with inhibition below about 32%; note: strong numbers were not always called active
SIAH1 antagonists: blockers of Siah-1 interaction with plectin peptide – biochemical, fluorescence polarization, rhodamine-plectin, uHTS, primary screen (AID 1817). hit rate 0.02% among 290,000. Siah-1 / rhodamine-plectin peptide fluorescence polarization; higher % means a stronger effect. displacement, % at 20 µM, or IC50 in µM where a hit was titrated;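 active = displacement of at least 50% at 20 µM, with a fluorescence ratio check between 0.3 and a set limit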;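 note: plate controls were Siah plus tracer with DMSO for no effect and tracer alone without Siah for full effect; strong numbers were not always called active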
XIAP displacement: small molecules displacing peptide from XIAP – biochemical, IAP family, fluorescence polarization (AID 1018); hit rate 0.007% among 200,000; one-dose displacement, % at 20 µM; IC50 in µM for titrated hits; XIAP BIR domain, fluorescence polarization peptide displacement; higher % means a stronger effect; in the data active = displacement above about 50%; note: a part of the inactive calls stands beside numbers as strong as those of hits
LYP inhibition: PTPN22 lymphoid phosphatase activity blockers – biochemical, fluorescence intensity, uHTS (AID 1779). recombinant LYP phosphatase, fluorescence intensity; higher % means a stronger effect. one-dose inhibition, % at 11.5 µM; IC50 in µM for titrated hits. hit rate 0.054% among 290,000; in the data active = inhibition above about 50%;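 note: plate controls were vehicle with enzyme for no effect and no enzyme for full effect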
RSV CPE inhibition: RSV antiviral activity via CPE protection, HEp-2 cells, primary 10 µM value included (AID 2391); HEp-2 cells, RSV-induced CPE inhibition; higher % means a stronger effect; hit rate 0.13% among 310,000; CPE inhibition, % at 10 µM; hits with a dose series show IC50 in µM; in the data active = a potency from the dose series; inconclusive = CPE inhibition mostly from about 23% at the one dose, without a potency; inactive = the rest, 99 in 100 with CPE inhibition below about 21%; note: strong numbers were not always called active
Dengue-2 NS5 capping: flavivirus cap methylation enzyme inhibition – biochemical, confirmation dose response, primary screen (AID 588689); Dengue-2 NS5 methyltransferase capping enzyme assay, biochemical; higher % means a stronger effect; one-dose inhibition, % at 25 µM; IC50 in µM for titrated hits; hit rate 0.3% among 340,000; in the data active = a potency from the dose series; inconclusive = inhibition above about 29% without an active follow-up result
MgcRacGAP inhibition: MgcRacGAP GTPase-activating activity inhibitors, confirmation, biochemical, ADP Hunter fluorescence | MgcRacGAP-stimulated Rac1 GTP hydrolysis, ADP Hunter fluorescence; higher % means a stronger effect; GST-tagged Rac1 F28L mutant substrate | inhibition, % at 30 µM; hits with a dose series show IC50 in µM | hit rate 0.6% among 340,000 | AID 624330;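 active = first-screen hits whose inhibition reached a set limit at any dose in the follow-up dose series; inconclusive = inhibition above the set first-screen limit but never retested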;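 note: fluorescence reports GDP produced by GAP-driven GTP hydrolysis; strong numbers were not always called active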
AID2073: disruptors of CaV2.2 binding to Mint1 – biochemical, HTRF (AID 2073); inhibition, % at 20 µM; hits with a dose series show IC50 in µM; HTRF protein-protein interaction, Mint1-CaV2.2; higher % means a stronger effect; hit rate 0.19% among 290,000; in the data active = inhibition mostly above about 51%, no sharp cut-off; inconclusive = no clear call, values can overlap the other calls; inactive = mostly below about 53%; note: some results filed as inactive read as strong as hits
Dengue-2 NS5 capping pilot replicate: also measured in Dengue-2 NS5 capping; calls as there; inhibition, %; measured here: pilot screen replicate inhibition
Active calls of the source: *. Outcome played no part in choosing rows. Share with any hit: about 1.7%.

Screening CSc1nsc(SCC(=O)N2CCc3ccccc32)n1 returned HIV peptide binding -1.1%, Large T inhibition 0%, SIAH1 antagonists -1%, XIAP displacement -3.8%, LYP inhibition 3%, RSV CPE inhibition -0.1%, Dengue-2 NS5 capping -3%, MgcRacGAP inhibition 5% and AID2073 -15%.
CC(C)c1ccccc1OCC(O)CN(CC(O)COc1cccc2ccccc12)C(C)C (stereo not drawn) was read as HIV peptide binding 1.4%, Large T inhibition -2%, SIAH1 antagonists -3%, LYP inhibition 2%, RSV CPE inhibition -2.2%, Dengue-2 NS5 capping 0%, MgcRacGAP inhibition 5% and AID2073 12%.
Screening O=C1CC(N2CCN(C/C=C/c3ccccc3)CC2)C(=O)N1Cc1ccc(N2CCCC2=O)cc1 (stereo not drawn) returned HIV peptide binding 3.5%, Large T inhibition 4%, SIAH1 antagonists -1%, XIAP displacement -2.3%, LYP inhibition -6%, RSV CPE inhibition 21%, Dengue-2 NS5 capping -3%, MgcRacGAP inhibition 2% and AID2073 -2%.
For O=c1cc(N2CCN(Cc3ccccc3)CC2)c(-c2ccccc2)n[nH]1 the results were HIV peptide binding -2.6%, Large T inhibition 7%, SIAH1 antagonists 1%, XIAP displacement -2.1%, LYP inhibition -5%, RSV CPE inhibition 2.3%, Dengue-2 NS5 capping 0%, MgcRacGAP inhibition 3% and AID2073 5%.
COc1ccc(NC(=O)c2cn(-c3ccccc3)nc2SC)cc1 was read as HIV peptide binding 3.4%, Large T inhibition 11%, SIAH1 antagonists 6%, LYP inhibition -3%, RSV CPE inhibition 16%, Dengue-2 NS5 capping -6%, MgcRacGAP inhibition 8% and AID2073 -12%.
COc1ccc(NC(=O)CSc2nnc(-c3cccnc3)o2)c(OC)c1 was read as Large T inhibition 26%, RSV CPE inhibition -1.6%, Dengue-2 NS5 capping 6% and MgcRacGAP inhibition 9%.
`COc1ccc(NC(=O)CSCc2ccc(C#N)cc2)c(OC)c1` gave HIV peptide binding -1.0%, Large T inhibition 7%, SIAH1 antagonists -4%, LYP inhibition -14%, RSV CPE inhibition -2.4%, Dengue-2 NS5 capping -11%, MgcRacGAP inhibition 10% and AID2073 10%.
`COC(=O)c1cccc(NS(=O)(=O)c2ccc(NC(C)=O)cc2)c1C` gave HIV peptide binding -3.3%, Large T inhibition 3%, SIAH1 antagonists 4%, XIAP displacement -7.5%, LYP inhibition 3%, RSV CPE inhibition 8.6%, Dengue-2 NS5 capping 1%, MgcRacGAP inhibition 10%, AID2073 16% and Dengue-2 NS5 capping pilot replicate -3.3.
For Cc1scc(C(=O)NNC(=S)NCc2ccccc2)c1C the results were HIV peptide binding -0.4%, Large T inhibition 11%, SIAH1 antagonists 1%, XIAP displacement -3.3%, LYP inhibition -2%, RSV CPE inhibition 0.8%, Dengue-2 NS5 capping 2%, MgcRacGAP inhibition 5% and AID2073 -25%.
Screening COc1ccc(NC(=O)C2=NN(C3CCS(=O)(=O)C3)C(=O)CC2)cn1 (stereo not drawn) returned HIV peptide binding 3.7%, Large T inhibition 3%, SIAH1 antagonists 6%, XIAP displacement -3.9%, LYP inhibition -8%, RSV CPE inhibition -0.2%, Dengue-2 NS5 capping -6%, MgcRacGAP inhibition 10% and AID2073 inconclusive.
Screening O=C(NC1CCCCC1)C(c1cccs1)N(Cc1cccs1)C(=O)c1cccs1 (stereo not drawn) returned HIV peptide binding 1.6%, Large T inhibition -1%, SIAH1 antagonists 2%, XIAP displacement -6.4%, LYP inhibition -2%, RSV CPE inhibition 4.2%, Dengue-2 NS5 capping -8%, MgcRacGAP inhibition 8% and AID2073 0%.
Cc1cccc(N(CC(=O)NCC2CCCO2)C(=O)CCC(=O)Nc2cc(C)on2)c1 (stereo not drawn) was read as HIV peptide binding 0.7%, Large T inhibition 2%, SIAH1 antagonists 5%, XIAP displacement 0.8%, LYP inhibition -1%, RSV CPE inhibition 1.7%, Dengue-2 NS5 capping -5%, MgcRacGAP inhibition 5% and AID2073 7%.
Screening CCOC(=O)N1CCc2c(sc(NC(=O)CN3CCN(C)CC3)c2C(=O)Nc2ccccc2)C1 returned HIV peptide binding 2.5%, Large T inhibition -9%, SIAH1 antagonists -5%, XIAP displacement -0.7%, LYP inhibition -6%, RSV CPE inhibition -1.4%, Dengue-2 NS5 capping -7%, MgcRacGAP inhibition 10% and AID2073 -20%.
`Cc1cccc(NC(=O)CSCc2cc(=O)n3ccsc3n2)c1C` gave HIV peptide binding 0.9%, Large T inhibition 14%, SIAH1 antagonists -3%, LYP inhibition -2%, Dengue-2 NS5 capping 11%, MgcRacGAP inhibition 4% and AID2073 -4%.
For CN(CC(=O)Nc1cccc(F)c1)C(=O)c1ccc(OCC2CCCO2)cc1 (stereo not drawn) the results were HIV peptide binding 2.5%, Large T inhibition 6%, SIAH1 antagonists 7%, LYP inhibition -12%, RSV CPE inhibition 0.4%, Dengue-2 NS5 capping -7%, MgcRacGAP inhibition 4% and AID2073 6%.

Of the compounds above, 3 contain a thiophene ring, fused or not:
For Cc1scc(C(=O)NNC(=S)NCc2ccccc2)c1C the results were HIV peptide binding -0.4%, Large T inhibition 11%, SIAH1 antagonists 1%, XIAP displacement -3.3%, LYP inhibition -2%, RSV CPE inhibition 0.8%, Dengue-2 NS5 capping 2%, MgcRacGAP inhibition 5% and AID2073 -25%.
Screening O=C(NC1CCCCC1)C(c1cccs1)N(Cc1cccs1)C(=O)c1cccs1 (stereo not drawn) returned HIV peptide binding 1.6%, Large T inhibition -1%, SIAH1 antagonists 2%, XIAP displacement -6.4%, LYP inhibition -2%, RSV CPE inhibition 4.2%, Dengue-2 NS5 capping -8%, MgcRacGAP inhibition 8% and AID2073 0%.
Screening CCOC(=O)N1CCc2c(sc(NC(=O)CN3CCN(C)CC3)c2C(=O)Nc2ccccc2)C1 returned HIV peptide binding 2.5%, Large T inhibition -9%, SIAH1 antagonists -5%, XIAP displacement -0.7%, LYP inhibition -6%, RSV CPE inhibition -1.4%, Dengue-2 NS5 capping -7%, MgcRacGAP inhibition 10% and AID2073 -20%.

(next part)
`CC(C)C[C@H](NC(=O)Nc1ccccc1F)C(=O)O` gave HIV peptide binding 4.6%, Large T inhibition 0%, SIAH1 antagonists -1%, XIAP displacement -8.4%, LYP inhibition -9%, RSV CPE inhibition -0.6%, Dengue-2 NS5 capping -1%, MgcRacGAP inhibition 1% and AID2073 1%.
`CCOC(=O)C1CCN(C(c2cccnc2)c2c(NC(=O)c3ccco3)sc(C)c2C)CC1` (stereo not drawn) gave HIV peptide binding 1.1%, Large T inhibition -2%, SIAH1 antagonists -5%, XIAP displacement -6.6%, LYP inhibition 0%, RSV CPE inhibition 21%, Dengue-2 NS5 capping -4%, MgcRacGAP inhibition -1% and AID2073 28%.
CC(C)CC(=O)Nc1c(C(=O)N2CCN(Cc3ccccc3)CC2)oc2ccccc12 was read as HIV peptide binding -1.0%, Large T inhibition 25%, SIAH1 antagonists 2%, LYP inhibition -6%, RSV CPE inhibition 0.9%, Dengue-2 NS5 capping -1%, MgcRacGAP inhibition 14% and AID2073 11%.
CC/C(=N\Nc1ccnc2cc(Cl)ccc12)c1ccc(O)cc1 was read as HIV peptide binding -0.8%, Large T inhibition 9%, SIAH1 antagonists 1%, LYP inhibition -3%, RSV CPE inhibition 2.1%, Dengue-2 NS5 capping -11%, MgcRacGAP inhibition 18% and AID2073 4%.
Screening COCCN(CCOC)c1ncnc2c1cnn2-c1ccccc1 returned HIV peptide binding -1.2%, SIAH1 antagonists 11%, LYP inhibition -9%, RSV CPE inhibition 0.7%, Dengue-2 NS5 capping -2%, MgcRacGAP inhibition 12% and AID2073 2%.
`CCOC(=O)Cc1cc(=O)[nH]c(Nc2nc3ccccc3o2)n1` gave HIV peptide binding -1.6%, Large T inhibition 8%, SIAH1 antagonists -7%, XIAP displacement -1.6%, LYP inhibition -4%, RSV CPE inhibition -0.2%, Dengue-2 NS5 capping 1%, MgcRacGAP inhibition 6% and AID2073 inconclusive.
`Clc1ccc(C2CC(c3ccccc3)Nc3ncnn32)cc1` (stereo not drawn) gave HIV peptide binding 2.3%, Large T inhibition 10%, SIAH1 antagonists 6%, XIAP displacement -9.8%, LYP inhibition 1%, RSV CPE inhibition 1.0%, Dengue-2 NS5 capping -1%, MgcRacGAP inhibition 8% and AID2073 -1%.
For O=C(O)c1ccc(NC2=C(n3nnc4ccccc43)C(=O)c3ccccc3C2=O)cc1 the results were HIV peptide binding -0.3%, Large T inhibition 21%, SIAH1 antagonists 12%, LYP inhibition -7%, RSV CPE inhibition 1.2%, Dengue-2 NS5 capping 11%, MgcRacGAP inhibition 9% and AID2073 -6%.
For O=C(CNc1cccc2ccccc12)N/N=C/c1cccc(Oc2ccccc2)c1 the results were HIV peptide binding 15%, Large T inhibition 6%, SIAH1 antagonists -6%, XIAP displacement 0.9%, LYP inhibition 5%, RSV CPE inhibition 16%, Dengue-2 NS5 capping -9%, MgcRacGAP inhibition 5% and AID2073 3%.
For CC(=O)Nc1ccc(S(=O)(=O)N2CCNC(=O)CC2)cc1 the results were HIV peptide binding -0.1%, Large T inhibition 7%, SIAH1 antagonists 4%, XIAP displacement -2.5%, LYP inhibition -2%, RSV CPE inhibition 1.4%, Dengue-2 NS5 capping -5%, MgcRacGAP inhibition 5% and AID2073 -2%.
For CCN(CC)CCOc1cccc(C(C)C)c1 the results were HIV peptide binding 0.7%, Large T inhibition 4%, SIAH1 antagonists 5%, XIAP displacement -1.4%, LYP inhibition -5%, RSV CPE inhibition 2.3%, Dengue-2 NS5 capping 3%, MgcRacGAP inhibition inconclusive and AID2073 2%.
Screening Cc1occc1-c1nnc(SCC(=O)N(C)c2ccccc2)n1C returned Large T inhibition 6%, RSV CPE inhibition -0.8%, Dengue-2 NS5 capping 2% and MgcRacGAP inhibition 4%.
Screening COc1ccc(-c2nnc(SCC(=O)Nc3sc4c(c3C#N)CCCC4)n2-c2ccccc2)cc1 returned HIV peptide binding 2.8%, Large T inhibition 2%, SIAH1 antagonists 21%, XIAP displacement -3.4%, LYP inhibition -2%, RSV CPE inhibition 57%, Dengue-2 NS5 capping -3%, MgcRacGAP inhibition 5% and AID2073 19%.
For CCOC(=O)N1CCN(Cc2nc(N)nc(Nc3ccc(C)cc3C)n2)CC1 the results were HIV peptide binding -0.5%, Large T inhibition 22%, SIAH1 antagonists 8%, XIAP displacement 15%, LYP inhibition -9%, RSV CPE inhibition 0.6%, Dengue-2 NS5 capping -12%, MgcRacGAP inhibition 7% and AID2073 3%.
Screening O=C(/C=C/c1ccccn1)c1ccc(Br)cc1O returned HIV peptide binding -0.3%, Large T inhibition 18%, SIAH1 antagonists -2%, XIAP displacement -2.5%, LYP inhibition 3%, RSV CPE inhibition 0.2%, Dengue-2 NS5 capping -21%, MgcRacGAP inhibition -9% and AID2073 2%.
CN(CC(=O)Nc1cccc(F)c1)C(=O)c1cn(-c2ccccc2)nc1-c1ccccc1 was read as HIV peptide binding -0.3%, Large T inhibition 27%, SIAH1 antagonists 11%, LYP inhibition -1%, RSV CPE inhibition 6.6%, Dengue-2 NS5 capping -12%, MgcRacGAP inhibition 5% and AID2073 4%.
